NCOA3 inh = inhibitors of human steroid receptor coactivator 3 (SRC3); AID 588352; inhibition, % at 3.6 µM; hit rate 0.17% among 360,000; HEK293 GAL4-SRC3 luciferase reporter, luminescence;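 active = inhibition above a per-campaign cutoff, the mean of all compounds plus 3 SD, cut at about 60% in these data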;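 also: 0% = DMSO-treated cells and 100% = gossypol-treated cells at 36 µM; higher means less SRC3-driven luciferase light from the GAL4 reporter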
Target sequence (Q9Y6Q9 whole entry, looked up, the tested form may be a part): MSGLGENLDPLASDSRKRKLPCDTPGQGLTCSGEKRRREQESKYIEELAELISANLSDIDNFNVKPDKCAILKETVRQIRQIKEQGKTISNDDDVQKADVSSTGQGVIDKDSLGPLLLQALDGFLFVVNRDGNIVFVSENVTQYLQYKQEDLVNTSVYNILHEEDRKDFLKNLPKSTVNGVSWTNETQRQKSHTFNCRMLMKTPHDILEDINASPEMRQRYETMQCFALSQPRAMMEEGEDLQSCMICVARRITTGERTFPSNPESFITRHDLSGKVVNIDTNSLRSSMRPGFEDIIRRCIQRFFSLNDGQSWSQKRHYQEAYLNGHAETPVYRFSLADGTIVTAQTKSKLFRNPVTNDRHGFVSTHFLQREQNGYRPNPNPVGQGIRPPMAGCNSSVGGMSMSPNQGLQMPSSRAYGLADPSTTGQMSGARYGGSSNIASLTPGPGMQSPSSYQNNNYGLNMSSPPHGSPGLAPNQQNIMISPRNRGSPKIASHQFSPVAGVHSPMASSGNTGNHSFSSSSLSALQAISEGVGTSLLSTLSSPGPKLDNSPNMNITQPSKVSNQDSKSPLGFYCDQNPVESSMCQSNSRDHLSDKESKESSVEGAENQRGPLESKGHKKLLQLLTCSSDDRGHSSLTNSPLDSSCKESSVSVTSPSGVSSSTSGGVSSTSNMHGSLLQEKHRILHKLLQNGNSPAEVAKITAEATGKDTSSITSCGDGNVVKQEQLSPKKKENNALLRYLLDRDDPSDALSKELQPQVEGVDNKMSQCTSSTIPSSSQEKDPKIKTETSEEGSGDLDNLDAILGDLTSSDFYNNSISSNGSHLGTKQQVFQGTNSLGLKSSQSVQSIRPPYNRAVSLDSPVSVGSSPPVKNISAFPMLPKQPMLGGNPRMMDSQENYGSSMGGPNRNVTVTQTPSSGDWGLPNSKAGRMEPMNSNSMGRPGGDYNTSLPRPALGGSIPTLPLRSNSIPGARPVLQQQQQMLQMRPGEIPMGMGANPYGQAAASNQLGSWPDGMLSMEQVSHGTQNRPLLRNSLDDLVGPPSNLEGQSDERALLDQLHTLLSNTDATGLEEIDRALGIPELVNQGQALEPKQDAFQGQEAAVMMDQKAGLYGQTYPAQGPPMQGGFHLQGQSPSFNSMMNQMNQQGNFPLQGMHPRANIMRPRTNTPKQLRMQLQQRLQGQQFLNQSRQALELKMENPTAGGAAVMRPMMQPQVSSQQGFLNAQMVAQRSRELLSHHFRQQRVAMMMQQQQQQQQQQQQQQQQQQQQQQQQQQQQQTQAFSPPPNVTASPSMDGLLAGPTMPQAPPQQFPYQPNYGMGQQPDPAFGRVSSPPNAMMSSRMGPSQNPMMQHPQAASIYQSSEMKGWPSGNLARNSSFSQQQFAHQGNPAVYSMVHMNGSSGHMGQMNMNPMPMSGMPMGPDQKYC
SRC2 inh = human SRC2 (NCOA2) inhibition | HEK293 GAL4-SRC2 luciferase reporter, luminescence | inhibition, % at 9 µM | hit rate 0.17% among 370,000;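 active = inhibition above the mean inhibition of all tested compounds plus 3 SD, set per campaign, cut at about 52% in these data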;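 also: 0% = DMSO treated cells and 100% = cells given Gossypol at 36 µM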
TROY NFkB inh = TROY signaling inhibition | AID 1347056 | hit rate 0.98% among 360,000 | inhibition, % at 10 µM | Q293 LMP1-TROYcd NF-kB luciferase reporter, 4 h;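 active = compounds whose plate-normalised and pattern-corrected inhibition of the luciferase reporter signal at the single screening dose is 50% or more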
TLR9-MyD88 inh = inhibitors of human TLR9-MyD88 binding. CHO BLA complementation TLR9-MyD88, CCF4 FRET ratio. Q9NR96+Q99836. inhibition, % at 4.98 µM. AID 504734. hit rate 0.21% among 340,000;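 active = inhibition above the mean over all tested compounds plus 3 SD, cut at about 21% in these data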;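 also: 0% = DMSO only wells and 100% = clavulanate BLA inhibitor control wells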
LRH-1 inv ag = NR5A2 inverse agonism in reporter assay; O00482; HEK293T StAR-luciferase reporter, LRH-1 transfected, 24 h; inhibition, % at 3.6 µM; hit rate 0.13% among 360,000;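 active = inhibition above the mean inhibition of all tested compounds plus 3 SD, cut at about 73% in these data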;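 also: 0% = DMSO wells and 100% = reporter-only cells lacking LRH-1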
COUP-TFII inh = inhibitors of human COUP-TFII (NR2F2) | P24468 | HEK293T NGFI-A luciferase reporter, luminescence | inhibition, % at 8.6 µM | hit rate 0.7% among 370,000;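 active = inhibition above a per-plate cutoff, mean inhibition of test wells between control levels plus 3 SD, cut at about 38% in these data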;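 also: cells cotransfected with COUP-TFII expression vector driving the NGFI-A reporter; 0% = median of COUP-TF2 test wells and 100% = reporter-only cells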
NCOA1 inh = inhibitors of human steroid receptor coactivator 1 (SRC1); Q15788; HEK293 GAL4-SRC1 luciferase reporter, luminescence; inhibition, % at 3.6 µM; hit rate 0.12% among 360,000; AID 588354;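 active = inhibition above the campaign mean plus 3 SD, with each screening campaign given its own cutoff, cut at about 60% in these data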;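 also: 0% = DMSO treated cells and 100% = gossypol at 36 µM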
ABHD5 PLIN5 PPI = inhibitors of human ABHD5-perilipin-5 interaction | Q00G26+Q8WTS1 | hit rate 0.78% among 360,000 | Split G. princeps luciferase complementation, luminescence, 4 h | AID 602281 | inhibition, % at 4 µM;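 active = inhibition above the mean inhibition across every tested compound plus 3 SD, cut at about 22% in these data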;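 also: 0% = DMSO only wells and the 100% control is not disclosed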
NOD2-RIPK2 inh = blocks binding of human NOD2 to RIPK2 | CHO BLA complementation NOD2-RIPK2, CCF4 ratio | inhibition, % at 4.98 µM | hit rate 0.38% among 360,000 | O43353 | AID 624267; in the data active = inhibition above about 21%;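 also: 0% = vehicle only and 100% = reference blocker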
TWEAK Fn14 block = TWEAK-Fn14 signaling inhibition; TWEAK-stimulated Fn14 reporter cells, luciferase luminescence, 8 h; inhibition, % at 10 µM; hit rate 2% among 360,000; AID 1159606; in the data active = inhibition above about 50%
Granule exo inh = blocks lytic granule exocytosis | AID 651702 | hit rate 0.66% among 360,000 | inhibition, % at 10 µM | TALL-104 LAMP-1 surface exposure, flow cytometry; cells stimulated with thapsigargin and PMA;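 active = inhibition above about 55%, limit read from the data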
An asterisk follows results filed as active; . = no result given. Some of the compounds tested (hit frequency here may not be typical).

Molecule,TWEAK Fn14 block,COUP-TFII inh,NCOA3 inh,ABHD5 PLIN5 PPI,NOD2-RIPK2 inh,TROY NFkB inh,SRC2 inh,NCOA1 inh,LRH-1 inv ag,TLR9-MyD88 inh,Granule exo inh
COc1ccc(C(=O)c2cn[nH]c2-c2ccc(C)cc2O)cc1,11,-3,-16,-5,4,25,-22,0,-7,-7,3
ClC(Cl)c1nnc(-c2ccccc2)c(-c2c[nH]c3ccccc23)n1,9,-1,11,0,2,-30,-13,0,9,-1,0
Cc1ccc(C(c2nc3ccccc3[nH]2)n2c(-c3ccccc3)nc3ccccc32)cc1 (stereo not given),16,-21,-36,-2,-1,-22,-83,-50,-69,.,-2
CCOc1ccc(N(CC(=O)Nc2ccc(C)c(C)c2)S(=O)(=O)c2c(C)noc2C)cc1,30,9,18,-11,4,25,9,13,27,-4,-2
Cc1ccc(NC(=O)c2ccc3c(c2)OCCO3)cc1S(=O)(=O)Nc1cccc(Cl)c1,62*,-22,-42,3,-3,59*,-12,-32,-63,-1,-3
CC(=O)N(C)c1nnc(-c2cnccn2)s1,-6,1,-2,-9,-6,-13,-24,-15,-20,-14,-1
N#CCCN(CCC#N)S(=O)(=O)c1ccc(C(=O)Nc2nnc(C3=COCCO3)o2)cc1,-7,-22,2,1,12,-18,25,-10,20,4,0
CCCCN(C(=S)Nc1ccccc1)C1CCS(=O)(=O)C1 (stereo not given),8,-4,5,-4,-13,15,-15,-7,-4,-3,4
CN1OC(COC(=O)c2ccccc2)CC1c1ccccc1 (stereo not given),-20,10,-3,1,-5,-31,-14,5,-3,2,-1
COC(=O)c1c(NC(=O)c2nc3ccccc3s2)sc2c1CCN(C(C)=O)C2,15,.,-26,-11,-3,4,.,-70,33,1,34

Additional compounds
Molecule,TWEAK Fn14 block,COUP-TFII inh,NCOA3 inh,ABHD5 PLIN5 PPI,NOD2-RIPK2 inh,TROY NFkB inh,SRC2 inh,NCOA1 inh,LRH-1 inv ag,TLR9-MyD88 inh,Granule exo inh
COc1ccc(CC(=O)NC(C)c2nnc(SCC(=O)Nc3ccccc3F)n2C)cc1 (stereo not given),0,24,8,-2,-1,2,-33,2,19,1,0
COc1ccc(C(c2c(NC(=O)c3ccco3)sc(C)c2C)N2CCOCC2)cc1 (stereo not given),83*,27,23,2,6,52*,6,9,6,3,0
COc1cccc(CC(NC(C)=O)C(=O)NC2CCN(c3nnnn3-c3ccccc3)CC2)c1OC (stereo not given),4,1,-3,-3,4,-3,13,8,27,-4,-6
CCN(CC)N=Nc1[nH]nc2nc(C)cc(C)c12,-11,-5,-16,15,0,-11,-4,-18,-19,-7,1
Cc1ccc(NC(=O)CN2C(=O)NC3(CCCc4ccccc43)C2=O)cc1S(=O)(=O)N1CCOCC1 (stereo not given),-38,17,22,3,-14,-17,17,0,2,-23,-1
COc1ccc(OC)c(S(=O)(=O)NCC(c2ccco2)S(=O)(=O)c2ccccc2)c1 (stereo not given),2,-20,6,4,-9,-8,-33,2,-14,-1,1
CCCCN(C)C(=O)CCCCn1c(=O)[nH]c2cc(OCC)c(OCC)cc2c1=O,-12,-8,10,-2,1,12,-22,-6,19,10,-2
O=S(=O)(Nc1c(O)ccc2ccccc12)c1ccccc1,32,3,-42,-18,-3,-1,4,-34,-11,5,18
N=C(N)SCP(=O)(c1ccccc1)c1ccccc1,9,10,15,6,-16,12,-7,-12,-9,1,-2
CN(C)CCCN(C(=O)c1ccc(S(=O)(=O)N2CCCc3ccccc32)cc1)c1nc2ccc(F)cc2s1,-30,-5,0,11,0,-18,-11,-1,3,0,31

Going on with the list.
Molecule,TWEAK Fn14 block,COUP-TFII inh,NCOA3 inh,ABHD5 PLIN5 PPI,NOD2-RIPK2 inh,TROY NFkB inh,SRC2 inh,NCOA1 inh,LRH-1 inv ag,TLR9-MyD88 inh,Granule exo inh
COc1ccc(N2CCN(C(=O)c3ccc4nc(N5CCCCC5)sc4c3)CC2)cc1,13,-38,-35,-2,-8,8,-45,-40,-35,2,-4
CC(C)NC(=O)C1CC(=O)N(C(C)c2ccccc2)C1 (stereo not given),1,-1,19,4,-1,1,-17,-13,4,-2,1
O=C(Nc1cccn(Cc2c(Cl)cccc2Cl)c1=O)C1CC1,-78,12,32,3,-9,-22,5,5,-6,7,-4
COC(=O)/C(=C\c1c(OC)cc(OC)cc1OC)C(=O)c1ccc2c(c1)OCO2,-26,11,-9,6,-1,-3,2,-11,11,-4,1
O=C(Cc1ccc(F)cc1)Nc1cccc(-c2ccc3nncn3n2)c1,-20,-13,13,-8,-13,1,15,-3,1,10,-1
CCOc1ccc(-n2c(C)nc3cc(C(=O)NCCN4CCOCC4)ccc32)cc1,0,2,3,13,-6,-20,-1,-9,-1,1,6
O=C(CCN1C(=O)c2ccncc2C1=O)Nc1cc(F)ccc1F,3,-15,9,2,-26,-5,8,10,-6,-1,15
CCCCNC(=O)c1nc(-c2ccc(C(F)(F)F)cc2)oc1-c1ccccc1,.,-12,.,11,-11,.,2,.,-14,.,-1
Cc1cccc(NS(=O)(=O)c2ccc(C(=O)N3CCCCCC3)cc2)c1C,-1,11,-1,-4,0,1,-6,-2,-8,-13,-2
CC(C)CNC(=S)NC(=O)c1ccc(F)cc1,-24,-23,-66,-8,-2,-65,-14,-48,-55,5,2

Next records.
Molecule,TWEAK Fn14 block,COUP-TFII inh,NCOA3 inh,ABHD5 PLIN5 PPI,NOD2-RIPK2 inh,TROY NFkB inh,SRC2 inh,NCOA1 inh,LRH-1 inv ag,TLR9-MyD88 inh,Granule exo inh
COc1cc(/C=C(\NC(=O)c2ccccc2)C(=O)Nc2nccs2)ccc1OC(C)=O,5,7,-4,1,2,-2,-13,3,0,5,9
CC(C)CNS(=O)(=O)c1cc(C(=O)N2CCOCC2)c(Cl)cc1Cl,-5,13,25,10,3,7,-2,3,4,10,4
COc1ccc(CCN2CC(C(=O)Nc3cccc(C(C)=O)c3)CC2=O)cc1OC (stereo not given),-7,11,22,6,-8,8,-10,-9,3,-13,-2
C/C(=C\c1ccccc1)CN1CCN(Cc2ccc(C)o2)C(CCO)C1 (stereo not given),36,-2,6,-2,-3,-21,13,-14,9,-4,0
CCc1ccc(C(=O)Cn2cnc3cc([N+](=O)[O-])ccc3c2=O)cc1,-6,0,-7,-1,4,-6,5,-9,-14,-4,6
Cc1onc(C(=O)Nc2sc3c(c2C(N)=O)CCCC3)c1[N+](=O)[O-],-20,3,-8,-2,3,-21,-3,2,-36,2,4
COc1ccc(S(=O)(=O)n2nc(OC(=O)C3CCCCC3)cc2N)cc1,-6,-6,-9,1,4,3,-5,0,11,2,-2
O=c1c2ccccc2oc2cc(-c3ccc(CN4CCOCC4)cc3)ccc12,28,-49,-84,3,-8,27,-7,-112,-90,-5,-5
O=C(c1cccs1)c1ccccc1Cc1cccs1,92*,-8,-15,-5,6,-24,-8,-27,-31,-11,1
Cc1cc(C(F)(F)F)nc(SCCN2CCCCC2)c1C#N,-9,-3,4,-3,-9,2,-6,-1,10,-8,0

Remaining list, next part
Molecule,TWEAK Fn14 block,COUP-TFII inh,NCOA3 inh,ABHD5 PLIN5 PPI,NOD2-RIPK2 inh,TROY NFkB inh,SRC2 inh,NCOA1 inh,LRH-1 inv ag,TLR9-MyD88 inh,Granule exo inh
CCC1CCCCN1CCCNC(=O)C1CCC(=O)N1Cc1ccc(C)cc1 (stereo not given),-3,-11,1,-6,1,-1,-22,10,-4,-3,3
CCC(C)(C(=O)NC1CCCC1)N(Cc1cccs1)C(=O)Cc1cccs1 (stereo not given),-2,11,17,-6,1,7,-7,12,5,-3,1
O=S1(=O)CC(O)C(Nc2ccccc2Cl)C1 (stereo not given),5,-8,-11,3,2,-8,18,3,4,-3,-2
Cc1onc(-c2c(Cl)cccc2Cl)c1C(=O)NCCCN1CCOCC1,3,-3,-33,-1,-18,3,-18,5,-8,-11,-2
COc1ccc(-c2cn(CCO)c(CCN)n2)cc1,-5,-9,3,-2,4,-12,-3,-8,-7,6,1
Cc1ccc(NC(=O)CCN2CCN(C/C=C/c3ccccc3)CC2)cc1,11,-14,7,10,-5,-5,9,9,-11,-1,4
COc1ccc(CC(C)NS(=O)(=O)c2ccc3c(c2)CCN3S(C)(=O)=O)cc1OC (stereo not given),1,12,-10,-10,-6,4,1,-1,11,-8,-1
COCCN(CC1CCCN(C2Cc3ccccc3C2)C1)C(=O)CSC (stereo not given),20,6,-34,0,-3,3,-22,8,6,-6,3
Cc1ccccc1NC(=O)CSc1nnc(-c2ccccn2)o1,14,-1,-17,3,0,-3,-20,-27,-12,8,-9
Cc1ccc(-c2nc(NCc3ccco3)n(C(=O)c3ccco3)n2)cc1,-19,-5,-13,-3,-1,-37,-45,-25,-9,0,1

(cont.)
Molecule,TWEAK Fn14 block,COUP-TFII inh,NCOA3 inh,ABHD5 PLIN5 PPI,NOD2-RIPK2 inh,TROY NFkB inh,SRC2 inh,NCOA1 inh,LRH-1 inv ag,TLR9-MyD88 inh,Granule exo inh
CC(=O)Nc1ccc(C2(O)COc3ccccc3O2)cc1 (stereo not given),-20,-9,-4,-6,-9,-19,-29,-17,-35,2,-2
Cc1ccc(CNC(=O)COc2ccc(S(=O)(=O)NC(C)C)cc2)cc1,3,6,7,-3,4,6,-16,9,1,-12,-2
O=C(CCOc1ccccc1)Nc1ccc(Cl)c(S(=O)(=O)N2CCOCC2)c1,-6,-2,-1,1,-12,6,-2,-11,-13,-2,-6
O=C(Cn1c(=O)[nH]c2ccccc2c1=O)N1CCN(Cc2ccc3c(c2)OCO3)CC1,10,3,12,-8,4,12,26,4,3,-7,0
Cc1ccc(-c2nnc(SCC(=O)NNC(=O)COc3ccccc3C)n2C)cc1,-2,1,-4,-3,-5,-4,9,-12,1,-3,-5
[O-][n+]1c2c(c3c4non(O)c4ccc31)CCCC2,0,-4,3,4,-2,51*,-3,-3,-8,13,1
COc1cccc(NC(=O)NCCc2ccc(Cl)cc2)c1,-10,-3,-14,1,0,-4,-18,-23,-4,-6,2
Cc1ccc(S(=O)(=O)N/N=C/c2cc(Br)c(C)o2)cc1,-3,-5,2,7,1,1,-31,-15,2,3,-1

Assay outcomes: PubChem, several laboratories
